PABP1 MLLE inh – inhibitors of PABP1 MLLE–PAM2 peptide binding, primary screen, biochemical, fluorescence polarization, FITC-PAM2, GST-MLLE. inhibition, % at 20 µM. 360,000 tested, 0.36% active; in the data active means inhibition above about 35%, passing the limit was not always enough;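 further: plate controls were DMSO wells with GST-MLLE for no effect and wells lacking GST-MLLE protein for full effect; some results filed as inactive read as strong as hits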
eLon inh – inhibitors of E. coli Lon protease, primary screen, biochemical, fluorescence polarization. inhibition, % at 7.94 µM. AID 602123, 2011. 360,000 tested, 0.42% active. P0A9M0. purified E. coli Lon protease; in the data active means inhibition above about 13%, passing the limit was not always enough;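 further: 0% = enzyme with probe and DMSO and 100% = no enzyme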
MT1-MMP act inh – blockers of MT1-MMP proenzyme processing, primary screen, HT1080 RFP-PRO-GFP cells, GFP/RFP fluorescence. GFP/RFP ratio fluorescence, overnight; percent of plate control window, DMSO zero. 360,000 tested, 0.061% active. Matrix metalloproteinase-14 (Homo sapiens), P50281. GFP/RFP ratio change, % at 20 µM;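 active means GFP/RFP ratio change of at least 30% with cell ATP level not reduced by more than half and red fluorescence within 50% of control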; further: strong numbers were not always called active
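Read-out: GFP/RFP fluorescence ratio; Test system: RFP-PRO-GFP reporter HT1080 cells; Compound dosing: single-point 20 µM compound, 1% DMSO; Times: overnight compound exposure at 37 °C.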
Rpn11 block – Rpn11 (PSMD14) deubiquitinase inhibitors, primary screen, biochemical, fluorescence polarization, uHTS; human 26S proteasome, Ub4-pepOG fluorescence polarization; 20S core pre-blocked with epoxomicin; calls only at 20 µM; 360,000 tested, 0.59% active; AID 588493, 2011;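 active means inhibition at 20 µM, scaled to each plate's controls, above about 33%, limit read from the data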
Target sequence (O00487 whole entry, looked up): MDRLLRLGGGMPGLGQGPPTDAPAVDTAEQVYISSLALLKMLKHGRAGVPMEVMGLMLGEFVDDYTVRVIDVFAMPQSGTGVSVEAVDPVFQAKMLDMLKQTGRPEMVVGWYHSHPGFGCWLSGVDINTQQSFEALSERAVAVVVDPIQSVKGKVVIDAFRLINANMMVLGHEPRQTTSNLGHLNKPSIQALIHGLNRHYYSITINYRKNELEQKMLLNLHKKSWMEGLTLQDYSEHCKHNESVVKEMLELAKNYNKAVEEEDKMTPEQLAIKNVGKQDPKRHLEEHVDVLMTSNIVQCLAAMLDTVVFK
CSN deneddyl inh – inhibitors of CSN-mediated cullin deneddylation, primary screen, biochemical, fluorescence polarization, uHTS | COP9 signalosome complex subunit 5 (Homo sapiens), Q92905 | AID 651999, 2013 | Purified CSN, SCF-Nedd8-OG deneddylation | inhibition, % at 12.5 µM | 360,000 tested, 0.38% active;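 active means pattern-corrected inhibition above about 35%, with an unprinted fluorescence ratio check between 0.5 and 1.5, limit read from the data, passing the limit was not always enough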;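 further: 0% = enzyme with substrate and 100% = substrate without enzyme; some results filed as inactive read as strong as hits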
Target sequence (Q92905 whole entry, looked up, one chain of several): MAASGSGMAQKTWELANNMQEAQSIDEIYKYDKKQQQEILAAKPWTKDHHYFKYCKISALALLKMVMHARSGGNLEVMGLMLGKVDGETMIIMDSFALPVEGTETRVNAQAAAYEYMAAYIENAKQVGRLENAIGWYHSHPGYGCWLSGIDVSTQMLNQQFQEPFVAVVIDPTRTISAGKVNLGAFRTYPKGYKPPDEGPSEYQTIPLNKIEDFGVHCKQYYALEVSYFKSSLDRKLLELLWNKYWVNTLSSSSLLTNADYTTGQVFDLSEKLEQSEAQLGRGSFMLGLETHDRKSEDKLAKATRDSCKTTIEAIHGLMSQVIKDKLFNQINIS
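Material: purified human Csn5 enzyme expressed in HEK293T cells / Medium: Tris buffer pH 7.5, NaCl, DTT, Tween-20, trehalose, ovalbumin / Compound dosing: 12.5 µM single point / Schedule: 90 min incubation of compound, enzyme and substrate at room temperature / Signal: fluorescence polarization of the substrate / Control set: no-enzyme wells high, enzyme-with-substrate wells low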
bovine MsrA act – bovine MsrA enzyme activators, primary screen, biochemical, absorbance, HTS; Methionine sulfoxide reductase A (Bos taurus); activation, % at 10.6 µM; 360,000 tested, 0.3% active; purified bovine MsrA, absorbance read-out; AID 602163, 2012; in the data active means activation above about 7.5%;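 further: 0% = vehicle and 100% = reference activator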
FAS-TE inh – FAS thioesterase domain inhibitors, primary screen, biochemical, fluorescence intensity, uHTS; Fatty acid synthase (Homo sapiens), P49327; recombinant FAS-TE, OMFH fluorogenic substrate, fluorescence endpoint; 360,000 tested, 0.67% active; inhibition, % at 15 µM;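 active means compounds whose normalised, plate-corrected inhibition of enzyme fluorescence in the single-dose primary screen is 50% or more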;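 further: 0% = DMSO with enzyme and 100% = substrate without enzyme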
MsrA inhibitor – bovine MsrA enzyme inhibitors, primary screen, biochemical, absorbance, HTS; Methionine sulfoxide reductase A (Bos taurus); purified bovine MsrA, absorbance read-out; inhibition, % at 15.5 µM; 360,000 tested, 0.75% active; AID 651718, 2012; in the data active means inhibition above about 4.5%;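 further: 0% = vehicle wells with enzyme and 100% = reference inhibitor wells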
Rin1-Abl PPI inh – inhibitors of Rin1-Abl protein binding, primary screen, biochemical, TR-FRET; 360,000 tested, 0.4% active; inhibition, % at 7.35 µM; Tyrosine-protein kinase ABL1 (Homo sapiens) + Ras and Rab interactor 1 (Homo sapiens), …; AID 588664, 2011; in the data active means inhibition above about 5%, passing the limit was not always enough
An asterisk follows results filed as active; i = inactive.

Each structure is followed by: PABP1 MLLE inh | eLon inh | MT1-MMP act inh | Rpn11 block | CSN deneddyl inh | bovine MsrA act | FAS-TE inh | MsrA inhibitor | Rin1-Abl PPI inh
- COc1cccc(-c2nc(CS(=O)CC(=O)NCc3ccc4c(c3)OCO4)c(C)o2)c1 (centres undefined)
    2 | 0 | 0 | i | 2 | -5 | -4 | 0.1 | 0
- COc1ccc(-c2ccc(=O)n(Cc3ccc([N+](=O)[O-])cc3)n2)cc1
    -4 | 1 | 3 | i | 2 | -3 | 26 | 0.7 | -6
- CCc1ccc(CN(C)C(=O)c2cc(COc3cncc(Cl)c3)on2)cc1
    8 | -8 | 0 | i | 2 | -2 | 10 | -0.2 | -2
- COC(=O)CN1C(=S)N(Cc2ccccc2)C(=O)C1CC(=O)Nc1ccc(OC)cc1 (centres undefined)
    13 | 3 | 2 | i | 2 | -2 | -12 | -0.1 | 2
- CS(=O)(=O)N(Cc1ccccc1)c1ccc(C(=O)NCC2CCCO2)cc1 (centres undefined)
    7 | 10 | 1 | i | 3 | -3 | -2 | -0.6 | 2
- C[C@@H]1OC(Nc2ccc(N=Nc3ccccc3)cc2)[C@H](O)[C@H](O)[C@H]1O (some centres undefined)
    12 | -2 | 6 | i | -3 | -5 | -7 | 0.3 | -1
- S=C(Nc1ccccc1)N1CCCCCC1
    -71 | 3 | 5 | i | 2 | -1 | -5 | 0.1 | 2
- CCC(=O)Nc1cc(OC)c(NC(=S)Nc2ccccc2CC)cc1OC
    20 | -45 | 3 | i | 2 | -2 | -6 | 0.9 | -5
- N=c1c(S(=O)(=O)c2ccc(F)cc2)cc2c(=O)n3ccccc3nc2n1CC1CCCO1 (centres undefined)
    7 | 1 | 18 | i | 1 | 0 | 10 | -0.2 | -9
- O=C(N=Nc1c(O)[nH]c2ccccc12)c1ccc2c(c1)OCO2
    -2 | 6 | -3 | i | -5 | -11 | 0 | 0.9 | 3
- CCn1c(SCC(=O)Nc2ccc3c(c2)OCO3)nnc1-c1ccccc1O
    -2 | -6 | 0 | i | 1 | 0 | -2 | 0.7 | -2
- CCn1c(Cc2ccc(OC)cc2)nnc1SCC(=O)Nc1cccc(C(=O)OC)c1
    -10 | 1 | 6 | i | -6 | 1 | -1 | -0.5 | -1
- CCOc1ccc2nc(NC(=O)c3ccco3)sc2c1
    -12 | 5 | 2 | i | 2 | -2 | 2 | 3.6 | -3
- O=C(Cc1ccccc1Cl)N1CCN(c2ccccn2)CC1
    -6 | -1 | 9 | i | -7 | -5 | -7 | 0.9 | -1
- Cc1oc(-c2ccccc2Cl)nc1CS(=O)CC(=O)NC1CC1 (centres undefined)
    26 | 5 | 0 | i | -1 | 0 | -8 | 0.7 | -1
- CCCNc1nc2c(c(=O)[nH]c(=O)n2C)n1CCCc1ccccc1
    4 | -8 | 4 | i | -8 | -1 | -2 | 0.3 | 4
- COC[C@H](NS(=O)(=O)c1ccc(Br)cc1F)[C@@H](O)c1ccccc1
    1 | -9 | 4 | i | -4 | -1 | -1 | 0.6 | 0
- CCOc1ccc(N(C(=O)c2snc(C(N)=O)c2N)C(C(=O)NCC2CCCO2)c2ccc(C)o2)cc1 (centres undefined)
    8 | -8 | -2 | i | -1 | -3 | 0 | -0.1 | 2
- Cc1cccc(CCN2C(N(C)C)=NC[C@@H]2Cc2ccccc2)c1
    5 | -1 | -2 | i | -3 | -10 | -7 | 0.7 | 2
- COc1ccc(NC(=O)C[C@H]2C(=O)N(Cc3ccccc3)C[C@@H]2Cc2ccccc2)cc1
    -3 | 2 | -2 | i | 3 | -2 | 17 | -0.1 | 3
- O=C(CSc1c2c(nc3cc(Cl)ccc13)CCCC2)NCc1ccco1
    17 | -16 | -6 | i | 6 | 0 | 8 | 1.1 | -7
- CN(Cc1c(F)cccc1Cl)C(=O)c1cccc(S(=O)(=O)NCc2ccccc2)c1
    1 | -11 | 3 | i | 0 | 1 | 8 | -0.9 | -3
- CC(C)(C)NC(=O)C(c1ccncc1)N(Cc1ccc(F)cc1)C(=O)c1ccc(-c2ccccc2)[nH]1 (centres undefined)
    2 | 1 | -52 | i | -5 | -5 | 15 | 0.2 | -3
- Cc1nc2nc[nH]n2c(=O)c1NC(=O)c1cccc(OCC(C)C)c1
    10 | 1 | 3 | i | -4 | -5 | -3 | -0.1 | -2
- O=C(O)c1cccc(NC(=S)NC(=O)c2ccc(-c3ccccc3)cc2)c1
    15 | -11 | 0 | i | -3 | -1 | -2 | 2.1 | 1
- COCCNC(=O)CC(NS(=O)(=O)c1ccc(NC(C)=O)cc1)C(C)C (centres undefined)
    -6 | 7 | -1 | i | 2 | -3 | -5 | -1.1 | -3
- CCCC(=O)Nc1ccc(Cl)c(NC(=O)c2cccnc2)c1
    -6 | 2 | -4 | i | 5 | -5 | -8 | -1.2 | 1
- CCCc1cc(=O)[nH]c2nnc(SCC(=O)Nc3ccc(NC(C)=O)cc3)n12
    -7 | 1 | 2 | i | -3 | -3 | -3 | 1.5 | -2
- CC(=O)c1c(C)oc2ccc(O)c(CN3CCOCC3)c12
    2 | 7 | 1 | i | -4 | -1 | -1 | 0.0 | -5
- CC(CCc1ccccc1)NC(=O)C1CCN(S(=O)(=O)c2cnc[nH]2)CC1 (centres undefined)
    -6 | -8 | -6 | i | 2 | -5 | -11 | 0.7 | 0
- Cc1ccc(N(CC(=O)N2CC(=O)Nc3ccccc32)S(=O)(=O)c2ccc3c(c2)OCCO3)cc1
    -5 | -15 | -11 | i | 0 | -15 | -2 | -1.0 | -3
- COc1ccc(OC)c(S(=O)(=O)Nc2ccc3oc(C)c(C(C)=O)c3c2)c1
    -3 | 3 | 0 | i | -2 | -2 | 6 | 1.1 | 3
- COc1ccc(-n2c(C)cc(C3=NNC(=NC4CC4)SC3)c2C)cc1
    -12 | 4 | 0 | i | -4 | -7 | -91 | 1.1 | -6
- CCn1c(=NC(=O)c2ccco2)sc2cccc(F)c21
    -8 | -4 | -6 | i | 1 | -3 | 5 | 4.9* | -1
- COc1cccc(CC(=O)NC2CCCN(Cc3ccc(Cl)cc3)C2)c1 (centres undefined)
    -4 | 6 | 3 | i | 6 | -5 | 2 | -1.8 | 0
- COc1ccc(Cn2c(CCC(=O)Nc3ccccc3)nc3cccnc32)cc1
    -10 | 3 | 0 | i | 3 | 0 | -1 | -1.4 | 2
- CCN(Cc1ccncc1)C(=O)c1cc(COc2ccc(OC)cc2Cl)on1
    -7 | -3 | -3 | i | 6 | -3 | -2 | -0.2 | 2
- CN(C)CCNC(=O)c1ccc(-c2cnn(C)c2)c2ccoc12
    4 | -9 | 1 | i | -1 | -3 | -9 | -0.8 | 1
- O=C(CN1C(=O)/C(=C/c2ccc(F)cc2)SC1=S)NC1C=CS(=O)(=O)C1 (centres undefined)
    24 | 3 | 3 | i | 2 | -6 | -6 | 1.1 | 0
- COc1ccc([N+](=O)[O-])cc1NC(=O)c1ccco1
    0 | 6 | -1 | i | 0 | 2 | 8 | 1.3 | -3

Part of the list above, reduced to MT1-MMP act inh and bovine MsrA act:
Compound | MT1-MMP act inh | bovine MsrA act
CN(Cc1c(F)cccc1Cl)C(=O)c1cccc(S(=O)(=O)NCc2ccccc2)c1 | 3 | 1
CC(C)(C)NC(=O)C(c1ccncc1)N(Cc1ccc(F)cc1)C(=O)c1ccc(-c2ccccc2)[nH]1 (centres undefined) | -52 | -5

Continuation:
Each structure is followed by: PABP1 MLLE inh | eLon inh | MT1-MMP act inh | Rpn11 block | CSN deneddyl inh | bovine MsrA act | FAS-TE inh | MsrA inhibitor | Rin1-Abl PPI inh
- CCOC(=O)C1=C(COC(=O)COc2ccccc2OCC)NC(=O)NC1C (centres undefined)
    -1 | 1 | -2 | i | 3 | -3 | -6 | 1.4 | 0
- Cc1ccc(C)n1-c1nn(S(=O)(=O)c2cccc3cccnc23)c2cccc(F)c12
    -7 | 10 | -1 | i | 4 | -5 | 40 | -0.4 | 4
- Cc1[nH]c(=O)c(C(=O)c2ccccc2O)cc1C(=O)O
    5 | 5 | -2 | i | -2 | -4 | -7 | 3.9 | 2
- c1ccc(CNCC2COc3ccccc3O2)cc1 (centres undefined)
    -2 | -2 | 1 | i | -2 | -7 | -8 | -0.7 | -1
- CSc1nc2c(c(=O)[nH]1)C(c1cccc(Br)c1)CC(=O)N2 (centres undefined)
    -10 | -7 | 6 | i | -4 | 1 | -6 | -0.5 | 1
- Cc1ccc(F)cc1NC(=S)NCCc1ccccc1
    -6 | 5 | 1 | i | 0 | -1 | 1 | 0.3 | 1
- COc1ccc2cc(C(C)C(=O)N3CCC(C(N)=O)CC3)ccc2c1 (centres undefined)
    -8 | -6 | -2 | i | -5 | -3 | -6 | 0.3 | 1
- N#Cc1ccc(OC(=O)C2CCN(C3=NS(=O)(=O)c4ccccc43)CC2)cc1
    -22 | -6 | -1 | i | 1 | -2 | 5 | 0.0 | 2
- c1ccc2c(-c3nnc(SCc4cn5ccccc5n4)o3)c[nH]c2c1
    -128 | 1 | 1 | i | 1 | 0 | -9 | -0.8 | 1

Gathered by group: those above with an aryl thioether with sulfur outside any ring
Each structure is followed by: PABP1 MLLE inh | eLon inh | MT1-MMP act inh | Rpn11 block | CSN deneddyl inh | bovine MsrA act | FAS-TE inh | MsrA inhibitor | Rin1-Abl PPI inh
- CCn1c(SCC(=O)Nc2ccc3c(c2)OCO3)nnc1-c1ccccc1O
    -2 | -6 | 0 | i | 1 | 0 | -2 | 0.7 | -2
- CCn1c(Cc2ccc(OC)cc2)nnc1SCC(=O)Nc1cccc(C(=O)OC)c1
    -10 | 1 | 6 | i | -6 | 1 | -1 | -0.5 | -1
- O=C(CSc1c2c(nc3cc(Cl)ccc13)CCCC2)NCc1ccco1
    17 | -16 | -6 | i | 6 | 0 | 8 | 1.1 | -7
- CCCc1cc(=O)[nH]c2nnc(SCC(=O)Nc3ccc(NC(C)=O)cc3)n12
    -7 | 1 | 2 | i | -3 | -3 | -3 | 1.5 | -2
- CSc1nc2c(c(=O)[nH]1)C(c1cccc(Br)c1)CC(=O)N2 (centres undefined)
    -10 | -7 | 6 | i | -4 | 1 | -6 | -0.5 | 1
- c1ccc2c(-c3nnc(SCc4cn5ccccc5n4)o3)c[nH]c2c1
    -128 | 1 | 1 | i | 1 | 0 | -9 | -0.8 | 1

Assay outcomes: PubChem BioAssay, several laboratories

Not a hit list; overall some 3.7% were active at least once.
